Source: PubChem (Sanford-Burnham Center for Chemical Genomics)
CCR6 antag – CCR6 receptor antagonists, primary screen, cell-based, CHO-K1, luminescence, beta-arrestin, uHTS; CHO-K1 CCR6 PathHunter beta-arrestin, CCL20-stimulated; inhibition, % at 20 µM; actives 0.49% (n = 340,000); AID 493098, 2011;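 active = compounds whose inhibition of the agonist-driven luminescence signal at 20 µM reaches about 50%, limit read from the data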;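 also: cells stimulated with CCL20 at 14 nM final; plate controls were DMSO with CCL20 for no effect and DMSO without agonist for full effect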
Target sequence (P51684 whole entry, looked up): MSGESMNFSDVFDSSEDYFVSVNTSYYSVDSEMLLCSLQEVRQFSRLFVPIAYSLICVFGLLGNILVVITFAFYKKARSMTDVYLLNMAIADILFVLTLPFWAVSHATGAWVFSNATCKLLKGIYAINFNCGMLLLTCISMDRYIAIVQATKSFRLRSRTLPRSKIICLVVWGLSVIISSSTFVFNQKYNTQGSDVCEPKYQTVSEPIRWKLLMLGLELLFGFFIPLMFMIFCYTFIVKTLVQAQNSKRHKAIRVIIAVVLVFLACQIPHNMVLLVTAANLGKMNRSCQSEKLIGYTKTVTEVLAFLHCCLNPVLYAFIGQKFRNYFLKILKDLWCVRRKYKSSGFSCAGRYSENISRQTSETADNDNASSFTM
A3A deaminase – APOBEC3A ssDNA deaminase inhibitors, primary screen, selectivity assay for APOBEC3G inhibitor project, biochemical, FAM/TAMRA oligo cleavage fluorescence; DNA dC->dU-editing enzyme APOBEC-3A (Homo sapiens), P31941; recombinant A3A, FAM/TAMRA ssDNA deamination fluorescence; inhibition, % at 20 µM; actives 0.41% (n = 330,000); AID 493011, 2011;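 active = at least 40% inhibition at 20 µM here, with at most 30% in a related deaminase screen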;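 also: plate controls were A3A with DMSO for no effect and wells lacking A3A enzyme for full effect; some results filed as inactive read as strong as hits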
EBI2 antag – EBI2 receptor antagonists, beta-arrestin recruitment, primary screen, cell-based, luminescence, 7a,25-OHC stimulation, uHTS. 7a,25-OHC stimulated. inhibition, % at 5 µM. actives 0.81% (n = 360,000). AID 651636, 2012; in the data active = inhibition above about 38%;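 also: enzyme fragment complementation signal reports receptor beta-arrestin coupling in cells; 0% = agonist plus DMSO wells and 100% = wells without agonist; some results beyond the cut were filed as inactive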
APOBEC3G inh – APOBEC3G DNA deaminase inhibitors, primary screen, biochemical, fluorescence, single-stranded DNA substrate, uHTS | DNA dC->dU-editing enzyme APOBEC-3G (Homo sapiens), Q9HC16 | recombinant A3G, ssDNA deamination FAM/TAMRA fluorescence | inhibition, % at 20 µM | actives 0.28% (n = 330,000) | AID 493012, 2011;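 active = inhibition of at least 40% at 20 µM, with no more than 30% in the related APOBEC3A deaminase screen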;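 also: plate controls were DMSO wells with A3G for no effect and wells lacking A3G enzyme for full effect; some compounds called inactive have numbers as strong as hits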
Target sequence (Q9HC16 whole entry, looked up): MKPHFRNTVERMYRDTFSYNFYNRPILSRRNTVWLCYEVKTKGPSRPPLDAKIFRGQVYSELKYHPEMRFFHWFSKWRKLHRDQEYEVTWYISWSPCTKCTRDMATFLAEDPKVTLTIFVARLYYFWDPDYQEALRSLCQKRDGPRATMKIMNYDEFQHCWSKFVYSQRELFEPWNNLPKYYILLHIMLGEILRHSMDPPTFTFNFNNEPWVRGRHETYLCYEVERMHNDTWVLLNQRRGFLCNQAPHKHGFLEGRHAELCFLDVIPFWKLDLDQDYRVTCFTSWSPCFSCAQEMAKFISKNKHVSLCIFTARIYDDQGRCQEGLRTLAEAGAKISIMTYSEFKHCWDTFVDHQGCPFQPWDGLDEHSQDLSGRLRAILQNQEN
Gli-Sufu block – Gli-Sufu pathway antagonists, primary screen, luciferase luminescence, Sufu-KO-LIGHT cells, uHTS | Sufu-KO-LIGHT fibroblasts, Gli luciferase reporter luminescence | inhibition, % at 5 µM | actives 0.74% (n = 340,000);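 active = inhibition above about 55%, limit read from the data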;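 also: 0% = DMSO-treated cells and 100% = wells with medium but no cells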
CXCR6 block – CXCR6 receptor inhibitors, primary screen, cell-based, beta-arrestin, luminescence, CHO-K1 PathHunter, 1536-well; actives 0.36% (n = 360,000); AID 602244, 2012; inhibition, % at 20 µM; C-X-C chemokine receptor type 6 (Homo sapiens), O00574; in the data active = inhibition above about 34%, passing the limit was not always enough;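 also: antagonist mode with CXCL16 agonist at 10 nM final; 0% = 10 nM CXCL16 with DMSO and 100% = unstimulated wells without agonist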
Target sequence (O00574 whole entry, looked up): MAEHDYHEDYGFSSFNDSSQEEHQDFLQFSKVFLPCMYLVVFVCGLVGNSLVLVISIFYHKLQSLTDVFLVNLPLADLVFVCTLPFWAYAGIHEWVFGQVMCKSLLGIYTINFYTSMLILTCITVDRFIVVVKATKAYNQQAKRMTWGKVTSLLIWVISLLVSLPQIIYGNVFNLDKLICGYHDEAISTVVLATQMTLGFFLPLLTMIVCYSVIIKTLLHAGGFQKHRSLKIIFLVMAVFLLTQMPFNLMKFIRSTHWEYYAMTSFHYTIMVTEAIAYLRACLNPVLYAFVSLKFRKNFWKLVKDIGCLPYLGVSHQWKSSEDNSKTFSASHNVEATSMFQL
MPTP inh – mitochondrial permeability transition pore inhibitors, primary screen, biochemical, isolated mouse mitochondria, absorbance | Ca2+ swelling absorbance, 30 min | inhibition, % at 10 µM | actives 1.4% (n = 360,000);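 active = inhibition of 50% or more, scaled per plate between neutral and stimulator controls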;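 also: 0% = DMSO wells given calcium and 100% = 1 mM EGTA wells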
NR3A LBD binder – binders of NR3A ligand-binding domain, primary screen, biophysical, differential scanning fluorimetry, uHTS; Glutamate receptor ionotropic, NMDA 3A (GRIN3A) ligand-binding domain; NR3A LBD differential scanning fluorimetry, Tm shift; 0% = protein alone, 100% = glycine-bound protein; Tm shift relative to glycine control, % at 25 µM; actives 2.5% (n = 340,000); AID 1259313, 2017;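 active = melting temperature shift of at least 10% of the positive control shift, at one fixed dose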
Numbers without * were called inactive; · = not tested or not shown.

SMILES	CCR6 antag	A3A deaminase	EBI2 antag	APOBEC3G inh	Gli-Sufu block	CXCR6 block	MPTP inh	NR3A LBD binder
CC[C@]12c3[nH]c4cc(-c5ccco5)ccc4c3CCN1C(=O)[C@@H](CC(=O)NCCCN(C)C)C[C@@H]2C(=O)N1CCN(C(=O)C2CC2)CC1	10	-2	-9	-2	1	5	-3.0	0
CC1CC2(CCCCC2)N2C(=O)C(=O)c3cccc1c32 (centres undefined)	-2	1	-5	-4	-1	10	-0.2	-2
COCCNC(=O)c1c(C)cc(C)cc1C	6	6	-12	-8	-2	0	0.3	2
Cc1cc(SCC(=O)NC2CCCC2)nc2ccccc12	9	-1	11	-6	-26	-8	-0.7	-3
COc1cccc(-c2csc(N3CCN(C(=O)Nc4ccccc4Cl)CC3)n2)c1	9	-3	9	-9	6	1	-0.7	-5
O=C(O)CC1CCCC(c2ccccc2)C1=O (centres undefined)	-9	-2	-1	-5	3	2	-0.7	-1
CCCc1nc(SCC(=O)N2CCOCC2)c2c(C)c(C)sc2n1	28	-3	-3	-7	29	6	-0.1	2
CCOC(=O)Nc1ccc2c(c1)N(C(=O)CN)c1ccccc1CC2	-5	2	-15	-1	12	8	-1.4	1
Cc1cc(NC(=O)CSc2nnc(C(F)(F)F)n2C)no1	12	2	-11	-3	5	5	-2.1	2
CCOc1ccccc1N(CC(=O)NC(C)(C)C)C(=O)CCC(=O)Nc1nccs1	13	-4	4	-7	17	8	0.6	-3
CCCn1c(NC(=O)c2ccc(Br)cc2)nc2ccccc21	15	2	10	-2	-10	-6	4.0	0
COc1ccc(CCn2c(NCCCN3CCOCC3)nc3c2c(=O)[nH]c(=O)n3C)cc1	3	1	-7	-2	-6	-4	-0.7	0
CC(C)c1ccc(OC(=O)NCCO)cc1	39	-5	-4	-11	0	8	1.1	0
CCN(CC)CCn1c(=S)[nH]c2cc(C(=O)NCc3ccc(C)cc3)ccc2c1=O	18	-6	1	-6	-2	10	-0.1	-3
CN1C[C@@H]2[C@@H]3C(=O)N(C)C(=O)[C@@H]3[C@](C)(C1=O)N2C(=O)c1ccc(C(C)(C)C)cc1	-1	·	-10	·	-10	-7	-1.2	0
CCCCN1C(=O)C(=O)N(CC(=O)Nc2ccc(OC(F)(F)F)cc2)C1=O	9	2	10	-1	-6	-2	1.1	-8
CCCCCC/C=C/c1ccc([C@H]2[C@H]3C=CC[C@@H](C)[C@@H]3C(=O)N2Cc2ccccc2)c(F)c1	22	-1	4	-8	4	1	0.3	2
Cc1[nH]nc2c1C1(CCN(C(=O)OCc3ccccc3)CC1)C(C#N)=C(N)O2	-4	-2	8	-4	-1	-2	-1.5	3
O=C(NCCCN1CCCC1)c1ccc2c(c1)N(Cc1ccc(F)cc1)C(=O)c1ccccc1S2=O (centres undefined)	1	-1	-3	-1	22	12	0.1	-5
COc1cc(/C=C(\C#N)C(=O)NCC2CCCO2)ccc1OCC(N)=O (centres undefined)	-3	1	3	-6	13	-13	0.9	-2
Cc1ccccc1-n1ncc2c([N+](=O)[O-])cc([N+](=O)[O-])cc21	0	-7	7	-7	3	-7	-0.9	0
O=C(Nc1ccc(C(=O)N2CCN(c3ccccn3)CC2)cc1)c1ccc(Br)o1	4	-1	-12	-4	1	-7	-0.4	2
Cc1c(CCC(=O)NCCCn2ccnc2)c(=O)oc2c(C)c3occ(C(C)(C)C)c3cc12	23	-3	7	-8	47	1	-1.3	-8
CC(=O)OC[C@H]1O[C@@H](Oc2cc(O)cc3oc(-c4ccc(O)cc4)cc(=O)c23)[C@H](O[C@@H]2O[C@@H](C)[C@H](O)[C@@H](O)[C@H]2O)[C@@H](O)[C@@H]1O	16	1	-4	10	-18	-4	2.3	-2
CC1Cc2ccccc2N1C(=O)CCN1C(=O)C2C3C=CC(C3)C2C1=O (centres undefined)	-28	1	-6	0	1	0	24	-2
C=CCNC(=S)NNC(=O)c1cccnc1	12	-1	-5	-7	21	0	-0.8	-2
COc1ccc(/C=C/C(=O)NCC(c2ccc(F)cc2)N2CCOCC2)cc1OC (centres undefined)	0	1	8	-2	-27	1	1.9	2
O=C(CSc1nc(-c2ccc(F)cc2)cc(C(F)(F)F)n1)NCCN1CCOCC1	1	1	0	0	-26	-2	-0.5	0
CC1CCN(CCCNC(=O)c2nn(C)c3c2CS(=O)(=O)c2ccccc2-3)CC1	9	-1	-7	-5	23	-6	1.0	-1
CCOC(=O)C1C(=O)C(C(=O)OCC)C(c2cccnc2)NC1c1cccnc1 (centres undefined)	-2	-2	-4	-4	-21	4	1.5	2
COC(=O)c1cc(=O)n(C2CC2)c(=NC2CC2)s1	0	-4	-1	-5	37	2	0.7	-1
Cc1ccc(S(=O)(=O)Cn2nnnc2C(C(C)C)N2CCSCC2)cc1 (centres undefined)	7	-2	11	-6	-2	-6	-0.4	-3
CCc1cc2c(=O)[nH]c(-c3ccccn3)nc2s1	87*	-4	50*	-11	58*	49*	-1.8	-3
CSc1cccc(NC(=O)c2ccc(NC3=NC4CS(=O)(=O)CC4S3)cc2)c1 (centres undefined)	1	-1	2	-8	6	1	-1.8	28*
Cc1cc(S(=O)(=O)N2CCCC2C(=O)N2CCOCC2)c(C)cc1Cl (centres undefined)	0	0	0	0	8	7	2.4	58*
COc1ccccc1-n1c(SC)nc(O)cc1=O	0	5	-2	4	5	0	-1.8	1
Nc1nncn1C(=O)c1ccccc1Cl	3	4	-17	10	-13	10	-0.9	2
COc1ccc(CNC(=O)N2CCN(c3ccccc3OC)CC2)cc1	1	0	6	-7	-9	-12	-1.4	-1
CCN(CC)c1ccc(C=O)c(OC)c1	-4	3	7	0	9	1	-1.1	-1
CCOC(=O)C1=CN(C(C)C)CCC1=O	-5	·	-2	·	-6	0	-0.5	0
CC(C)CN(CCNC(=O)CN1N=C(c2ccc(Cl)cc2)CCC1=O)CC(C)C	16	0	-7	-5	8	2	0.1	0
COc1ccc(C(=O)NCC2CCCN2S(=O)(=O)c2cccs2)cc1 (centres undefined)	12	-4	-18	4	-15	4	-1.3	0
C/C(=N\NC(=O)Cn1nc(C)c([N+](=O)[O-])c1C)c1ccco1	1	3	-5	2	-6	2	1.3	3
COc1cccc(C(=O)N2CCC(C(=O)N3CCN(C)CC3)CC2)c1	9	4	-12	10	-7	2	-1.2	0
COc1ccc(CN(C(=O)c2cc3ccccc3oc2=O)C2CCS(=O)(=O)C2)cc1 (centres undefined)	2	-2	-5	-3	-4	4	1.1	1
COc1ccc(S(=O)(=O)N(C)CC(=O)N2CCN(Cc3ccccc3)CC2)cc1C	7	2	-5	-3	5	-3	-1.1	-1
Cc1ccc(OC(=O)CCc2c(C)nc3ncnn3c2C)cc1	5	-2	7	-4	-4	3	0.3	-1
O=C(CSc1nnc(C2CC2)n1C1CC1)c1cccs1	-4	0	2	-8	6	-5	-3.5	2
COc1ccc(N(CC(=O)N2CCN(C)CC2)S(C)(=O)=O)cc1OC	10	22	5	1	0	0	-0.3	0
CCSC(C)CC1C/C(=N/O)c2c(C)noc2C1 (centres undefined)	-3	-4	6	-7	-1	-4	-0.5	-1

(listing goes on)
SMILES	CCR6 antag	A3A deaminase	EBI2 antag	APOBEC3G inh	Gli-Sufu block	CXCR6 block	MPTP inh	NR3A LBD binder
N#CC1=C(N)Oc2c(ccc3cccnc23)C1c1ccncc1 (centres undefined)	-3	5	-6	-3	-20	-14	1.9	2
Cc1sc(NC(=O)c2ccco2)c(CN2CCC(C)CC2)c1C	18	-1	4	-5	6	0	-0.1	-5
CCNC(=O)c1cc2ccccc2o1	-12	-1	-9	-8	3	4	-0.8	1
CN(C(=O)c1cccc(NC(=O)C2CCN(C(=O)OC(C)(C)C)CC2)c1)C1CCC1	9	-1	-6	-5	2	-6	-0.1	0
O=C(CSc1nnc(-c2ccco2)n1-c1ccccc1)Nc1c(Cl)cc(Cl)cc1C(=O)O	17	-3	2	-6	-2	7	-0.1	1
S=c1nc(NCc2ccc3c(c2)OCO3)c2ccccc2[nH]1	-6	-5	-2	-9	-3	-3	0.5	1
COc1ccccc1NC(=O)c1sc2ncn(Cc3cccc(C)c3)c(=O)c2c1C	12	0	20	0	7	9	2.3	-1
Cc1ccc(OCCCCn2cnc3ccccc32)cc1	6	-1	3	-10	7	-8	0.7	-1
Cc1cccc(OCC(=O)NNC(=O)C2CCN(c3ncnc4sc(C)c(C)c34)CC2)c1	16	-2	28	-11	-2	-18	-0.7	-1
O=C(C1=C(O)C(=O)N(CC2CCCO2)C1c1cccc(Cl)c1)c1ccco1 (centres undefined)	13	-1	-9	-6	-10	13	0.8	0
CCOc1ccc(NC(=O)CN(C)C(=O)/C=C/c2ccc(S(=O)(=O)N3CCCCCC3)cc2)cc1OCC	24	8	7	-6	-4	-3	0.2	-8
Cc1ccnc(NC(=O)c2cccc(NC(=O)COc3ccccc3)c2)c1	1	-1	-5	-4	-35	-3	1.4	0
CC1CCN(S(=O)(=O)c2ccc(NC(=O)CCNC(=O)c3ccc(Cl)cc3)cc2)CC1	16	-3	15	-11	-8	9	0.6	-8
O=C(Cn1cccc1C(=O)c1ccccc1)NCc1ccc(F)cc1	14	-2	-2	-5	0	7	-0.2	-1
Cc1ccc(C(c2nnnn2CS(=O)(=O)c2ccc(C)cc2)N2CCN(c3ncccn3)CC2)cc1 (centres undefined)	8	1	5	71*	-1	5	3.9	0
NS(=O)(=O)c1ccc(NC(=O)c2ccc(CSc3ccccc3)o2)cc1	6	2	-5	1	6	-3	2.0	-4
Cc1ccc(S(=O)(=O)N2CCC(c3nc4c(nnn4Cc4ccccc4)c(=O)[nH]3)CC2)cc1	8	-2	-1	-5	12	0	-0.8	-10
CCN(CC)S(=O)(=O)c1cc(NC(=O)c2cc(-c3ccccn3)nc3ccccc23)ccc1C	2	-2	-9	-8	17	10	-1.5	-17
O=S(=O)(c1cccc(Br)c1)N1CCN(S(=O)(=O)c2ccc3c(c2)OCCO3)CC1	12	4	27	-3	-6	6	1.5	-2
COc1cc(/C=N/n2c(-c3cc(C)[nH]n3)n[nH]c2=S)ccc1O	10	-6	-7	35	6	-3	0.1	1

Three entries picked at random from the list so far:
SMILES	CCR6 antag	A3A deaminase	EBI2 antag	APOBEC3G inh	Gli-Sufu block	CXCR6 block	MPTP inh	NR3A LBD binder
Cc1cc(S(=O)(=O)N2CCCC2C(=O)N2CCOCC2)c(C)cc1Cl (centres undefined)	0	0	0	0	8	7	2.4	58*
CCCCCC/C=C/c1ccc([C@H]2[C@H]3C=CC[C@@H](C)[C@@H]3C(=O)N2Cc2ccccc2)c(F)c1	22	-1	4	-8	4	1	0.3	2
Cc1cc(NC(=O)CSc2nnc(C(F)(F)F)n2C)no1	12	2	-11	-3	5	5	-2.1	2

Next section.
SMILES	CCR6 antag	A3A deaminase	EBI2 antag	APOBEC3G inh	Gli-Sufu block	CXCR6 block	MPTP inh	NR3A LBD binder
CCCn1c(=O)[nH]c2ccccc21	14	-3	1	-3	-13	1	-1.2	1
CCCCn1nnc(NC(=O)c2ccc(-c3ccccc3[N+](=O)[O-])o2)n1	11	-1	-5	-7	-23	-2	-3.2	0
COc1ccc(CNC(=O)C2CC(=O)N(C3CCCC3)C2)cc1 (centres undefined)	11	0	8	-8	-3	5	0.2	-1
CCN1CCN(c2nc(Nc3ccc(C)c(C)c3)nc(N)c2[N+](=O)[O-])CC1	2	1	1	-6	9	7	40	-1
CCN(CC)C(=O)CSc1nc2ncc(Cl)cc2[nH]1	-3	-1	8	-8	-7	6	-2.6	1
